PostGolgi ctrl: inhibits growth of the yeast control strain; efflux-deficient yeast background strain, growth absorbance A615, 16 h; inhibition, % at 10 µM; 5% of 98,000 active; AID 738
LYP act: increases human PTPN22 phosphatase activity | AID 697 | recombinant LYP, DiFMUP fluorescence; 0 = plate median, 100 = signal doubled | activation, % at 2 µM | Q9Y2R2 | 0.11% of 96,000 active;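 active = activation at 2 µM above a set limit, the mean plus 5 SD, cut at about 37% in these data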
DAT uptake mod: modulates human dopamine transporter uptake under cocaine; Q01959; B-score at 10 µM; 1.3% of 110,000 active; LLC-PK1 hDAT cells, [14C]-dopamine uptake with cocaine IC80; actives deviate in either direction;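 active = Z score or B-score, a plate-position-corrected score, falls beyond the plate's 99.7% confidence bounds, in either direction; inactive = both scores lie inside the 99.7% bounds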;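 note: scored against the spread of the other compound wells on the same plate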
PostGolgi yeast: growth inhibition of a yeast mutant, post-Golgi transport screen; 0.9% of 98,000 active; post-Golgi transport phenotypic cell assay; AID 739; inhibition, % at 10 µM;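 note: yeast cells grown in 1536-well plates; yeast grown about 18 h at 30C before absorbance read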
CYP2C9 activ: activators of human CYP2C9; P11712; recombinant CYP2C9, luciferin-H conversion, luminescence; active compounds read high; factor 1 = untreated enzyme, 0 = blocked; activation factor at 5 µM; 1.4% of 96,000 active;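 active = activation factor of 2 or more for CYP2C9 at a 5 µM dose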;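 note: 0 = sulfaphenazole-blocked wells and 1 = vehicle-only wells; values of inactives mirror those of a sister screen read the other way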
Target sequence (P11712 whole entry, looked up): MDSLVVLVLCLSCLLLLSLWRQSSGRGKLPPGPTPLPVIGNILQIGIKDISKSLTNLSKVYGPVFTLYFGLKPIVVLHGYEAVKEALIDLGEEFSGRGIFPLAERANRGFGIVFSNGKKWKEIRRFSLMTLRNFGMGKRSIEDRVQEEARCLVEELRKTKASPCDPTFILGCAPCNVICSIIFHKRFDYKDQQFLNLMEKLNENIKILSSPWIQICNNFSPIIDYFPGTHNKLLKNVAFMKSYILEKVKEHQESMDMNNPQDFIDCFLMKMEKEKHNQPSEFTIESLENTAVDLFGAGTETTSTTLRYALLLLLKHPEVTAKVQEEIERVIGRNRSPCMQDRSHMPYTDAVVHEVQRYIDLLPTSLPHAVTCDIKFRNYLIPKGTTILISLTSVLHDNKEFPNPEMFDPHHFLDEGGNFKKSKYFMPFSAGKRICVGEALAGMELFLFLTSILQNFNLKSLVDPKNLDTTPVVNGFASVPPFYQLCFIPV
LYP inh 2: LYP (human) phosphatase inhibition; Q9Y2R2; 0.21% of 96,000 active; inhibition, % at 2 µM; recombinant LYP catalytic domain, DiFMUP fluorescence;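 active = inhibition at 2 µM at or above a set limit, the screen mean plus 3 SD, cut at about 24% in these data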;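 note: 0% = DMSO with enzyme and 100% = enzyme fully blocked by orthovanadate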
Ecoli WT expand: blocks growth of wild type E. coli BW25113; OD600 absorbance; growth inhibition, % at 100 µM; 0.15% of 98,000 active;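 active = growth inhibition above about 50% at one test dose, limit read from the data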;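 note: growth measured after 20 h incubation at 37 °C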
CYP2C9 inh: blocks human cytochrome P450 2C9; P11712; 20% of 96,000 active; inhibition, % at 5 µM; CYP2C9 Supersomes, luciferin-H conversion, luminescence;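 active = blocking of liver enzyme CYP2C9 beyond about 50% at 5 µM, limit read from the data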; note: values of inactives mirror those of a sister screen read the other way
PTK2B oligo ant: Pyk2 (human) oligomerization antagonism | Q14289 | Q293 cells, Pyk2 FERM NanoBiT luminescence; active compounds read low | z-score (the deposit names both 25 µM and 10 µM) | 0.83% of 99,000 active | AID 1347419;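 active = Z-score of -3 or lower, scaled per plate to the spread of control and sample wells; inactive = z-score above -3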;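 note: negative z-score means lost luminescence so less FERM oligomerization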
Numbers without * were called inactive; . = no result given. Cut-off read from the data, not from the text of the source, unless noted: active = inhibition above about 30%; inactive = the rest.

The first 15 records (preview)
Under each structure – PostGolgi ctrl | LYP act | DAT uptake mod | PostGolgi yeast | CYP2C9 activ | LYP inh 2 | Ecoli WT expand | CYP2C9 inh | PTK2B oligo ant
> Cc1ccccc1Cn1cc(/C=N/n2cnnc2)c2ccccc21
  28 | -3 | 0.091 | 4 | 0.3 | 7 | -4 | 74* | -0.09
> O=C(CC1CCCC1)Nc1nc2ccccc2[nH]1
  1 | 2 | 0.21 | 4 | 0.9 | -1 | -7 | 12 | -0.65
> COc1ccc(-c2cnc(OC(C)(C)C)nc2OC(C)(C)C)cc1OC
  3 | 9 | 0.59 | -9 | 0.7 | -6 | -5 | 26 | 0.28
> O=C(O)CNC(=O)c1ccccc1F
  . | -10 | -1.1 | . | 1.2 | 7 | . | -24 | 1.3
> Cc1ccc(NC(=S)NCc2cccn2C)cc1
  2 | -3 | -0.91 | -4 | 1 | 3 | 7 | 3 | 0.5
> COc1ccccc1OCC(=O)Nc1cccc(-c2nc3ccccc3o2)c1
  8 | -14 | 0.87 | 9 | 0.5 | 13 | -16 | 48 | -1
> CCN1C(=O)/C(=C\N2CCCCCC2)SC1=S
  19 | 3 | 1.1 | 11 | 0.9 | -6 | 7 | 14 | -0.14
> COC(=O)c1cc2occc2n1Cc1ccc(Cl)cc1
  12 | 2 | -0.5 | 4 | 0.9 | -2 | 1 | 11 | -1.2
> CCOC(=O)c1cc2c(n(-c3ccccc3)c1=O)CC(C)(C)CC2=O
  5 | 1 | 0.91 | -2 | 0.9 | 2 | 1 | 10 | 0.18
> C=CCn1c(-c2ccc(OC)cc2)nc2nc3ccccc3nc21
  20 | -2 | -0.55 | -9 | 0.8 | 3 | -9 | 19 | -1
> CC(C)(C)c1cc(C(=O)NCc2cccnc2)ccn1
  3 | 2 | 0.76 | -1 | 0.9 | -4 | -1 | 12 | 0.61
> O=C(CN(Cc1cccs1)C(=O)CNS(=O)(=O)c1ccc(Cl)cc1)NCc1ccco1
  27 | 3 | -0.47 | 21 | 0.7 | -5 | -1 | 28 | 0.74
> OC(CCCCN1CCCCC1)c1ccccc1 (centres undefined)
  3 | 10 | 1.2 | 2 | 1 | -11 | 1 | -4 | 0.55
> N#CCSc1nnc(-c2cccnc2)n1-c1ccccc1
  -1 | -3 | -0.61 | -4 | 1 | 2 | 1 | -5 | 0.58
> O=C(N/N=C\c1ccc(Cl)cc1)c1sccc1-n1cccc1
  17 | 2 | -0.36 | -4 | 1 | 1 | -11 | 4 | -0.92

All compounds of this part, from the start:
Under each structure – PostGolgi ctrl | LYP act | DAT uptake mod | PostGolgi yeast | CYP2C9 activ | LYP inh 2 | Ecoli WT expand | CYP2C9 inh | PTK2B oligo ant
> Cc1ccccc1Cn1cc(/C=N/n2cnnc2)c2ccccc21
  28 | -3 | 0.091 | 4 | 0.3 | 7 | -4 | 74* | -0.09
> O=C(CC1CCCC1)Nc1nc2ccccc2[nH]1
  1 | 2 | 0.21 | 4 | 0.9 | -1 | -7 | 12 | -0.65
> COc1ccc(-c2cnc(OC(C)(C)C)nc2OC(C)(C)C)cc1OC
  3 | 9 | 0.59 | -9 | 0.7 | -6 | -5 | 26 | 0.28
> O=C(O)CNC(=O)c1ccccc1F
  . | -10 | -1.1 | . | 1.2 | 7 | . | -24 | 1.3
> Cc1ccc(NC(=S)NCc2cccn2C)cc1
  2 | -3 | -0.91 | -4 | 1 | 3 | 7 | 3 | 0.5
> COc1ccccc1OCC(=O)Nc1cccc(-c2nc3ccccc3o2)c1
  8 | -14 | 0.87 | 9 | 0.5 | 13 | -16 | 48 | -1
> CCN1C(=O)/C(=C\N2CCCCCC2)SC1=S
  19 | 3 | 1.1 | 11 | 0.9 | -6 | 7 | 14 | -0.14
> COC(=O)c1cc2occc2n1Cc1ccc(Cl)cc1
  12 | 2 | -0.5 | 4 | 0.9 | -2 | 1 | 11 | -1.2
> CCOC(=O)c1cc2c(n(-c3ccccc3)c1=O)CC(C)(C)CC2=O
  5 | 1 | 0.91 | -2 | 0.9 | 2 | 1 | 10 | 0.18
> C=CCn1c(-c2ccc(OC)cc2)nc2nc3ccccc3nc21
  20 | -2 | -0.55 | -9 | 0.8 | 3 | -9 | 19 | -1
> CC(C)(C)c1cc(C(=O)NCc2cccnc2)ccn1
  3 | 2 | 0.76 | -1 | 0.9 | -4 | -1 | 12 | 0.61
> O=C(CN(Cc1cccs1)C(=O)CNS(=O)(=O)c1ccc(Cl)cc1)NCc1ccco1
  27 | 3 | -0.47 | 21 | 0.7 | -5 | -1 | 28 | 0.74
> OC(CCCCN1CCCCC1)c1ccccc1 (centres undefined)
  3 | 10 | 1.2 | 2 | 1 | -11 | 1 | -4 | 0.55
> N#CCSc1nnc(-c2cccnc2)n1-c1ccccc1
  -1 | -3 | -0.61 | -4 | 1 | 2 | 1 | -5 | 0.58
> O=C(N/N=C\c1ccc(Cl)cc1)c1sccc1-n1cccc1
  17 | 2 | -0.36 | -4 | 1 | 1 | -11 | 4 | -0.92
> Cc1c(NC(=O)c2noc(C(C)C)c2[N+](=O)[O-])c(=O)n(-c2ccccc2)n1C
  3 | -2 | 0.044 | -4 | 0.9 | 2 | -3 | 13 | .
> CC(=O)c1cn(CC(=O)Nc2ccccc2)c2ccccc12
  -5 | -7 | -0.33 | -9 | 0.6 | 6 | 8 | 41 | 0.24
> Cc1noc(C)c1COC(=O)CCc1nc2ccccc2s1
  5 | -6 | -0.016 | 4 | 0.5 | 3 | 2 | 48 | 0.62
> COCCNC(=O)COC(=O)/C=C/c1c(C)nn(Cc2ccc(Cl)cc2Cl)c1Cl
  16 | -2 | -0.34 | -1 | 0.4 | 6 | -5 | 56* | -0.61
> CC1CC(CC(C)C(=O)Nc2nncs2)C(=O)O1 (centres undefined)
  7 | 2 | -1.4 | 1 | 1.1 | -1 | -6 | -7 | 1.7
> COc1cccc2c(=O)n(CC(=O)Nc3ccc(F)cc3F)ccc12
  1 | 12 | -0.55 | -5 | 0.8 | -13 | 1 | 21 | .
> CCCc1noc2c1/C(=N\O)CC(c1ccccc1)C2 (centres undefined)
  . | -1 | -1.3 | . | . | 1 | . | . | -0.64
> Cc1nc2c(Cl)cccc2[nH]1
  8 | 2 | -0.045 | -7 | 1 | -3 | 2 | 3 | 1.8
> Cc1ccc2c(c1)n([O-])c1c([n+]2=O)CCCC1
  5 | -3 | -0.85 | 0 | 0.9 | 7 | 2 | 14 | -0.73
> CCOC(=O)CC(=O)CSCC(=O)Nc1ccc(C)cc1
  2 | -2 | -0.47 | -4 | 0.7 | 0 | 2 | 30 | -0.47
> CCOCCCNC(=O)c1c(N)n(-c2ccc(S(N)(=O)=O)cc2)c2nc3ccccc3nc12
  5 | -2 | -0.36 | -4 | 1.1 | 3 | -8 | -14 | 0.42
> CSc1nsc(SCc2ccc(F)cc2)n1
  4 | -12 | 0.24 | -4 | 0.9 | 14 | 4 | 9 | -0.12
> O=c1cc(NCc2ccco2)[nH]c(=O)n1-c1ccc(Br)cc1
  37* | -7 | 0.44 | 5 | . | 3 | -3 | . | 0.59
> CC(=O)Oc1ccc(C(=O)Nc2ccc3c(c2)C(=O)N(CCC(=O)O)C3=O)cc1
  -5 | 0 | -0.52 | -1 | 0.9 | 0 | -9 | 9 | -0.45
> CCN(CCCNC(=O)CCCn1c(=O)[nH]c2ccccc2c1=O)c1cccc(C)c1
  -3 | 0 | 0.23 | -5 | 0.4 | -2 | -2 | 62* | 0.02
> O=C1CCCC2=C1C(c1ccncc1)Nc1ccccc1N2 (centres undefined)
  2 | -12 | 1.4 | -7 | 0.8 | 11 | -9 | 23 | -2
> Cc1nc2ccccn2c1P(=Nc1ccccc1)(N(C)C)N(C)C
  -1 | 8 | -0.034 | -2 | 0.9 | -11 | 3 | 15 | -0.63
> Cc1ccc(CNC(=O)CCc2nc(-c3cccs3)no2)cc1
  43* | -2 | 0.26 | -7 | 0.3 | 2 | 6 | 68* | .
> CN(CC(=O)Nc1c(Cl)cccc1Cl)C(=O)CCCN1C(=O)c2ccccc2C1=O
  8 | 11 | 0.57 | 14 | 0.1 | -12 | 8 | 86* | 0.08
> Cc1ccc(Nc2nc(C(=O)N3CCC(C(=O)NCCN4CCOCC4)CC3)cs2)cc1
  6 | -9 | -0.84 | -1 | 1.1 | 7 | -3 | -9 | -0.02
> Cc1cccc(/C=N/NC(=O)c2cc3c(s2)-c2ccccc2CC3)c1
  27 | -14 | 1.7 | 27 | 1 | 18 | -14 | 4 | 0.6
> Cc1ccc(Cn2c(SCCN3CCCCC3)nc3c2c(=O)n(C)c(=O)n3C)cc1
  9 | 6 | 1.2 | 10 | 0.8 | -8 | 1 | 16 | 0.22
> CC12CN(C(=O)c3ccc(Cl)cc3)C3(C#N)CC1CCC23C (centres undefined)
  16 | -4 | -0.73 | -1 | 0.9 | 6 | -17 | 10 | -0.97
> Cc1ccc(NCc2nnc(SCC(N)=O)n2CC2CCCO2)c(C)c1 (centres undefined)
  . | 8 | 0.039 | . | . | -12 | . | . | 0.97
> O=c1nc2ccccc2c(NS(=O)(=O)c2ccccc2)n1-c1ccccc1
  -3 | 8 | 1.3 | -2 | 1.1 | -4 | 0 | -6 | -1.4
> O=C(NCC1CCCO1)c1nc2c(nnn2Cc2ccccc2Cl)c(=O)[nH]1 (centres undefined)
  . | 11 | -0.86 | . | . | -14 | . | . | 1.6
> COc1ccc(NC(=O)c2ccccc2NS(C)(=O)=O)cc1OC
  -4 | -9 | -1.3 | -8 | 0.4 | 5 | -1 | 57* | -1.5
> O=C(O)c1ccc(NS(=O)(=O)c2cc(Cl)ccc2Cl)cc1O
  -1 | -3 | 0.46 | -13 | 0.8 | -1 | 0 | 20 | -0.4
> Cn1ncc(C#N)c1/N=C/N1CCCCC1
  7 | 3 | -0.36 | -6 | 1.1 | -1 | 3 | -13 | 0.03
> CC(=O)N(Cc1ccco1)C1(C(=O)NC2CCCC2)CCCCC1
  0 | -9 | -1.2 | 15 | 0.9 | 8 | -3 | 13 | -0.28
> Cn1c(C(=O)NC2CCCCCC2)cc2c(=O)n(C)c3ccccc3c21
  23 | 0 | 1.8 | -8 | 1.9 | -3 | -9 | -86 | .
> O=C(Cn1nnc(-c2ccncc2)n1)N(C1CCCCC1)C1CCCCC1
  21 | -9 | 0.19 | -2 | 0.1 | 9 | 1 | 87* | -0.72
> CC(C)N(C=O)C1(C(=O)NC2CCCCC2)CCCCC1
  2 | 4 | 0.93 | -5 | 0.9 | 2 | 6 | 14 | 0.99
> O=C(NCC1CCCO1)c1coc2nc3ccccc3nc12 (centres undefined)
  -2 | -5 | 0.076 | 15 | 1 | 4 | -5 | 0 | -0.05
> Cc1ccc(OCC(=O)OC2CCS(=O)(=O)C2)cc1 (centres undefined)
  7 | -10 | -0.58 | -17 | 1.1 | 9 | -12 | -6 | 1.6
> CCOC(=O)C1CCN(C(=O)CCc2c(C)nc3c(-c4ccc(F)cc4)c(C)nn3c2C)CC1
  14 | -2 | 0.76 | -5 | 0.9 | 0 | 4 | 12 | .

Screening data (PubChem BioAssay)
